# PAD4 inh: inhibitors of human PAD4 | recombinant PAD4, RCA probe fluorescence polarization | inhibition, % at 6.36 µM | 330,000 tested, 0.41% active | AID 485272;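 active = percent inhibition above a cutoff equal to the mean of all tested compounds plus 3 SD, cut at about 15% in these data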;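 note: 0% = PAD4 with RCA probe and DMSO and 100% = probe without PAD4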
# Target sequence (Q9UM07 whole entry, looked up): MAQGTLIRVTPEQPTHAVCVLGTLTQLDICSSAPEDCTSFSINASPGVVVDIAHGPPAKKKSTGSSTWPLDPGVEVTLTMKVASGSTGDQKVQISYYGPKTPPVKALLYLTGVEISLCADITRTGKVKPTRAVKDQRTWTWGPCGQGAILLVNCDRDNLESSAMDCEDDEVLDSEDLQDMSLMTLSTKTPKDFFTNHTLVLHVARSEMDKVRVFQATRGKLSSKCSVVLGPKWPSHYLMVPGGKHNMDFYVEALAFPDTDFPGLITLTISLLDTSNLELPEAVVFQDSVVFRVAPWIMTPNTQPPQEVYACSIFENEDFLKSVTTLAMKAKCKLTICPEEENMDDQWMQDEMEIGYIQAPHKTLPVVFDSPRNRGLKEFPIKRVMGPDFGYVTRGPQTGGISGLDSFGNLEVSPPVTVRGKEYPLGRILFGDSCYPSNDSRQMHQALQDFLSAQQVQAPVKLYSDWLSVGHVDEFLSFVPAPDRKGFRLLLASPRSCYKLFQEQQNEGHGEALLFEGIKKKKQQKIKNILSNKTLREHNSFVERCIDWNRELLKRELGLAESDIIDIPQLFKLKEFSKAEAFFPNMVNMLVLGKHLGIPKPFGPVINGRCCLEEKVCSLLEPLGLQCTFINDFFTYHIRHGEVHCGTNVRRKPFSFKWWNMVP
# GSTO1 inh: GSTO1 inhibition, counter-screen for RBBP9 inhibitors; 300,000 tested, 1.1% active; inhibition, % at 5.96 µM; recombinant GSTO1, activity-based probe fluorescence polarization; AID 1974; P78417;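 active = inhibition above the campaign mean inhibition plus 3 SD, cut at about 35% in these data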;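 note: 0% = GSTO1-1 with DMSO and 100% = wells lacking GSTO1-1 enzyme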
# Target sequence (P78417 whole entry, looked up): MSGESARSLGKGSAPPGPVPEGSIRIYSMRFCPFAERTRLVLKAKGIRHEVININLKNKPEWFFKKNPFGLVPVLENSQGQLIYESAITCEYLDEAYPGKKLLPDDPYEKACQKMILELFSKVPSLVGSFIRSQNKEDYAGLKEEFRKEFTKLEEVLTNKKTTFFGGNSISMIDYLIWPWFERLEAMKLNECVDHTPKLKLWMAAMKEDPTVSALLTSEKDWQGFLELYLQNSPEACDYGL
# PAFAH1B2 FP inh: inhibitors of human PAFAH1B2; AID 492953; P68402; 340,000 tested, 1.2% active; recombinant PAFAH1B2, FP-rhodamine activity probe, fluorescence polarization; inhibition, % at 3.39 µM;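 active = inhibition above the mean of all tested compounds plus 3 SD, cut at about 24% in these data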;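 note: 0% = enzyme with DMSO and 100% = wells lacking PAFAH1B2; many of its hits are not listed in these tables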
# pPAFAH FP inh: pPAFAH (human) enzyme inhibition. recombinant pPAFAH, FP-rhodamine probe fluorescence polarization. inhibition, % at 3.39 µM. 330,000 tested, 1.5% active. AID 463082;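 active = inhibition above the mean inhibition across the screen plus 3 SD, cut at about 25% in these data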;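 note: inhibitors block binding of the rhodamine activity-based probe so polarization drops; 0% = enzyme with DMSO and 100% = wells lacking pPAFAH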
# PME-1 primary: PME-1 (human) inhibition. Q9Y570. recombinant PME-1, FP-Rh probe fluorescence polarization. inhibition, % at 5.9 µM. 320,000 tested, 0.53% active. AID 2130;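 active = inhibition above the campaign mean of all compounds plus 3 SD, cut at about 26% in these data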;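 note: competitive labeling of PME-1 active site by serine hydrolase directed probe; 0% = PME-1 with DMSO and 100% = wells lacking PME-1 enzyme; inhibitors block probe labeling so polarization falls and inhibition rises; many of its hits are not listed in these tables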
# LYPLA2 counter: counter-screen for PME1 inhibitors: inhibitors of human LYPLA2; O95372; recombinant LYPLA2, FP-Rh probe fluorescence polarization; inhibition, % at 5.9 µM; 320,000 tested, 0.38% active; AID 2177;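 active = inhibition above the screen-wide mean plus 3 SD, limit set per campaign, cut at about 26% in these data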;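 note: 0% = LYPLA2 with DMSO and 100% = wells lacking LYPLA2 enzyme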
# PAFAH1B3 FP inh: blocks human PAF acetylhydrolase 1B catalytic subunit 3; 340,000 tested, 0.28% active; AID 492972; recombinant PAFAH1B3, FP-rhodamine probe, fluorescence polarization; inhibition, % at 3.39 µM;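 active = inhibition above the screen-wide average of all tested compounds plus 3 SD, cut at about 25% in these data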;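 note: 0% = enzyme with DMSO only and 100% = wells lacking PAFAH1B3 protein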
# PREPL inhibitor: inhibits the human prolyl oligopeptidase-like enzyme | Q4J6C6 | recombinant PREPL, fluorescence polarization activity-based probe | 320,000 tested, 0.68% active | inhibition, % at 5.96 µM; in the data active = inhibition above about 43%;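 note: 0% = enzyme with DMSO and 100% = wells lacking enzyme; many of its hits are not listed in these tables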
# LYPLA1 inh: blocks human lysophospholipase 1, a PME1 counter-screen | recombinant LYPLA1, FP-Rh probe fluorescence polarization | inhibition, % at 5.9 µM | 320,000 tested, 0.16% active | AID 2174;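 active = inhibition above the mean of all tested compounds plus 3 SD, set per campaign, cut at about 14% in these data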;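 note: inhibitors block serine hydrolase probe labeling of LYPLA1 so polarization falls; 0% = enzyme with DMSO and 100% = wells lacking LYPLA1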
# The depositor's hits bear a star; nt = not tested or not shown. An excerpt; count on the stated rates, not on these rows.
no.	Structure	PME-1 primary	LYPLA1 inh	LYPLA2 counter	PAFAH1B2 FP inh	pPAFAH FP inh	PAD4 inh	GSTO1 inh	PREPL inhibitor	PAFAH1B3 FP inh
1	CC(=O)c1sc(NCc2ccccc2)nc1C	-4	1	-10	3	-3	0	-8	7	0
2	CNC(=O)NC(=O)CSc1ccc(NC(C)=O)cc1	8	1	7	3	1	2	-1	6	7
3	CCOC(=O)c1[nH]c2ccccc2c1NC(=O)CCN1CC(C)OC(C)C1 (configuration not stated)	-1	-1	-5	0	2	1	6	-6	-2
4	COCc1[nH][nH]c(=O)c1/C=N/N1CCOCC1	4	-2	-8	3	0	-8	38*	-1	8
5	O=C(COc1ccccc1)Nc1nc(-c2ccncc2)cs1	2	-3	2	-4	0	3	1	-8	16
6	CCC(C)[C@H](NC(=O)N1CC(=O)Nc2ccccc21)C(=O)N[C@H](Cc1ccccc1)C(=O)O (some centres not stated)	3	-1	-1	1	-1	2	0	0	-1
7	CCOC(=O)N1CCC(N2Cc3cccc(C(=O)NCc4ccccc4OC)c3C2=O)CC1	4	-1	6	11	17	-5	5	5	6
8	O=C(Nc1ccc(S(=O)(=O)Nc2nccs2)cc1)c1nn(-c2ccc(F)cc2)ccc1=O	-7	-1	0	1	26*	9	13	29	7
9	CCC(C)C(=O)Nc1cccc(SC)c1 (configuration not stated)	-7	-3	-2	nt	-4	2	1	-10	nt
10	O=C(C1=C[C@@H](c2ccccc2)C[C@@H](OCCCCO)O1)N1CCOCC1	4	1	0	-3	2	5	8	7	12
11	O=S1(=O)CCOC[C@H](c2ccccc2)N1Cc1cccc(F)c1	-2	-2	5	22	4	0	4	0	4
12	CCOC(=O)c1cc2c(=O)n3ccccc3nc2n(C(C)C)c1=NC(=O)c1ccncc1	1	-4	-9	6	-1	-2	5	-2	-1
13	Cc1cccc(NC2=NC3(CCCCC3)N=C(N)N2)c1	-1	-3	5	3	0	-1	-6	1	-3
14	Cc1ccc(SCCC(=O)N2CCCC2)cc1	5	-2	-1	16	-1	-2	6	8	9
15	COc1ccc(C(=O)Nc2cc3c(cc2OC)CCCC3)cc1Br	-5	-11	-15	-1	2	-3	5	11	6
16	CC(C(=O)Nc1ccc(OCc2ccccc2)cc1)N1CCCC1 (configuration not stated)	-6	-1	-3	2	-2	-3	6	0	1
17	Cc1ccc(S(=O)(=O)NN2C(=O)/C(=C/c3cccs3)SC2=S)cc1	-2	-2	-5	8	9	-9	37*	-1	3
18	COC(=O)c1[nH]c2ccccc2c1NC(=O)C(C)N1CCOCC1 (configuration not stated)	-7	-1	-4	1	4	-2	10	-3	-2
19	CN(C)c1ccc(/C=N/NC(N)=S)cc1[N+](=O)[O-]	2	1	-3	-1	6	-1	2	11	2
20	CCCn1c(SCC(=O)NC2CCCCC2)nnc1-c1ccncc1	-11	0	-5	2	-1	-4	-3	4	3
21	COc1ccc(N2CCN(c3cc(=O)n(Cc4ccc(F)cc4)c(=O)[nH]3)CC2)cc1	6	2	7	4	6	2	-2	11	1
22	C#CCNC(=O)C1=C[C@@H](c2ccc(C#C)cc2)C[C@@H](OCCCCO)O1	-7	-6	-8	-10	24	1	1	7	-13
23	Cc1ccc(NCc2nnc(SCC(=O)Nc3cccc(O)c3)n2CC2CCCO2)c(C)c1 (configuration not stated)	4	3	6	4	-3	0	-3	6	0
24	COc1ccc(OC)c(-c2nnc(SCC(=O)N3CCOCC3)o2)c1	-3	2	3	1	4	-6	8	-6	7
25	COc1cc(OC)c(NC(=O)C2CCCN2C(=O)OCc2ccccc2)cc1Cl (configuration not stated)	1	3	1	1	4	3	-5	0	-4
26	CCOc1ccc(NC(=O)NCc2ccc3c(c2)OCO3)cc1	0	1	6	2	0	-2	2	5	3
27	COc1cccc(NC(=O)c2cc(CN3C(=O)c4ccccc4C3=O)ccc2OC)c1	-5	-7	-19	3	0	1	6	-17	0
28	CC(C)N(Cc1cn(C)nc1-c1cccc(Cl)c1)Cc1nccn1C	0	6	8	-2	4	-11	-3	8	2
29	CCN(CC)CCn1c(NC(=O)c2ccc(C)cc2)nc2ccccc21	-6	-2	-2	7	12	0	2	19	9
30	COc1ccc(S(=O)(=O)N2CCC(C(=O)N3CCc4ccccc4C3)CC2)cc1	16	-4	5	3	5	-2	-4	0	6
31	COC(=O)c1ccn(C(=O)c2ccc(Cl)cc2)n1	2	6	3	0	4	1	0	1	2
32	O=C(c1cccc(F)c1)N1CCN(C(=O)C2CC2)CC1	-1	0	1	-5	-1	0	-7	10	10
33	CCN(CC)C(=O)c1sc2[nH]c(=S)n(-c3ccccc3)c(=O)c2c1C	0	-1	-4	8	1	1	10	6	6
34	CCc1nc(SCC(=O)Nc2c(C)n(C)n(-c3ccccc3)c2=O)n[nH]1	-4	-1	5	3	7	4	-2	-2	-1
35	C/C(=N\Nc1cc(C)nc(NCc2ccccc2)n1)c1ccc([N+](=O)[O-])cc1	6	3	8	1	-1	4	0	5	-1
36	NC(=S)Nc1cccc2cn[nH]c12	-1	1	1	0	-2	1	8	10	2
37	O=C(Oc1ccc(-c2nc(-c3ccccn3)no2)cc1)c1ccccc1	-4	-1	2	-4	-3	-2	-2	-1	-7
38	COc1ccc(CC(=O)OCC(=O)NC2CCCCC2)cc1	-3	1	6	1	14	1	nt	19	8
39	Cc1c(NC(=O)CSc2ncnc3c2cnn3-c2ccccc2)c(=O)n(-c2ccccc2)n1C	2	-1	-3	-2	-2	3	-10	-2	3
40	COc1ccc(NC(=O)NNC(=O)COc2cc(C)c(Cl)c(C)c2)c(OC)c1	-1	-3	-9	5	4	-3	-3	-1	7
41	COC(=O)c1cc(-c2cccs2)nn1-c1ccccc1	4	2	5	5	5	2	-1	5	-2
42	COc1ccc(Sc2ccccc2CN(C)C)cc1OC	-8	1	0	1	-4	2	10	7	3
43	Cc1cc(NC(=O)Nc2cccc(Cl)c2)n(-c2ccccc2)n1	0	-2	7	5	5	0	6	10	14
44	CCC(C(=O)NC1CCCCC1)n1c2ccccc2c2nc(=O)cc(C)n21 (configuration not stated)	7	1	-4	6	5	2	7	-1	3
45	O=C(CN1CCCCCC1)Nc1ccc(Cl)cc1F	-4	0	-10	3	-4	-5	-2	-15	5
46	c1ccc(Oc2ccc3ccccc3n2)cc1	8	1	6	3	1	-2	3	0	0
47	Cc1ccc(S(=O)(=O)N2CCN=C2SC(C)c2ccccc2)cc1 (configuration not stated)	3	-1	-2	9	6	0	6	-5	7
48	COc1cnc(N(C)C)nc1Sc1ccc(Cl)cc1	3	1	2	1	11	0	8	9	-4
49	O=C(NN=Cc1ccc(F)cc1)c1cccc(S(=O)(=O)N2CCCC2)c1	nt	nt	nt	8	-2	4	nt	-7	5
50	CC(C)(C)c1ccc(CCC2OCC(CN3CCOCC3)O2)cc1 (configuration not stated)	-3	-2	3	7	3	-13	-4	10	6
51	CCCCOc1ccc(C(=O)NCCc2ccccc2)cc1	0	0	3	2	9	0	6	-8	5
52	COc1ccc(CCNC(=O)C2CCN(S(=O)(=O)c3ccc(NC(C)=O)cc3)CC2)cc1OC	-2	-3	-8	1	4	-2	-2	-6	6
53	O=C(CCNS(=O)(=O)c1ccc2c(c1)CCC(=O)N2)NCc1ccc2c(c1)OCO2	3	0	-7	3	2	0	0	1	-5
54	CCCNNC(=O)C(O)(c1ccccc1)c1ccccc1	-5	-6	-3	3	-7	-6	2	1	8
55	CC(C)CN=C(NS(=O)(=O)c1ccccc1)C(Cl)(Cl)Cl	1	0	-4	6	5	-1	78*	4	0
56	Cc1cc(=O)oc2cc(OCc3ccc(S(=O)(=O)N4CCOCC4)cc3)ccc12	4	1	10	-4	4	-7	-12	9	0
57	O=C(CSc1nnc2ncccn12)N1CCCCCC1	-5	1	3	7	2	-6	-1	-1	-1
58	Cc1ccc(/C=C/c2nnc(-c3cccc(C)c3)o2)cc1	-15	0	5	2	0	2	5	9	6
59	Cc1ccc(OCCC(=O)OC(C)C(=O)Nc2c(C)n(C)n(-c3ccccc3)c2=O)cc1 (configuration not stated)	3	4	1	5	6	-1	-5	5	2
60	CN(C)c1ccc(CN2CCCCC2)cc1	3	-1	-2	1	0	-5	3	-3	6

# Next results
no.	Structure	PME-1 primary	LYPLA1 inh	LYPLA2 counter	PAFAH1B2 FP inh	pPAFAH FP inh	PAD4 inh	GSTO1 inh	PREPL inhibitor	PAFAH1B3 FP inh
61	CCc1ccc(Nc2n[n+](-c3ccccc3)c(-c3c(Cl)cccc3Cl)s2)cc1	7	1	2	0	56*	3	12	32	2
62	CC(=O)Nc1cccc(NC(=O)C2CCCN2C(=O)Nc2ccc(Cl)cc2)c1 (configuration not stated)	-3	-2	2	7	4	-1	0	-7	9
63	O=C(NC1CCCC1)C1CCCN(S(=O)(=O)c2ccc(F)cc2)C1 (configuration not stated)	-3	0	1	6	-4	0	10	10	10
64	Cc1cccc(-n2c(-c3csc(C)c3C)n[nH]c2=S)c1	8	1	-5	6	4	-5	0	4	17
65	Cc1ccc(-c2nn(CCC(=O)NN3CCOCC3)c(=O)c3ccccc23)cc1	-3	4	1	nt	-1	-1	6	-1	nt
66	Cc1ccc(CNC(=O)c2ccc(N3CCc4ccccc43)c([N+](=O)[O-])c2)cc1	10	0	4	5	16	1	5	11	10
67	CC(C)(C)OC(=O)NCCCCCNC(=O)c1nc[nH]c1C(=O)N1CCc2ccccc2C1	nt	nt	nt	0	-4	-18	nt	2	7
68	O=S(=O)(c1ccc(Cl)cc1)N1CCCCCC1	-1	1	6	1	5	0	4	-8	-3
69	Cc1c(Cl)cccc1NC(=O)C1CCN(c2cnccn2)CC1	-1	1	-2	5	-1	-3	1	22	6
70	CCc1[nH]nc(C(=O)N2CCCC(N3CCN(c4ccccc4C)CC3)C2)c1C (configuration not stated)	-5	-3	-4	-3	-5	2	-3	31	3
71	O=C(CN(C(=O)Cn1nnc(-c2cccs2)n1)c1ccc2c(c1)OCCO2)NCC1CCCO1 (configuration not stated)	-6	-3	-2	-3	-3	-4	10	6	11
72	Cc1sc2nc(C3CC3)nc(NCCNS(=O)(=O)c3ccccc3)c2c1C	6	-2	0	2	6	4	-8	4	6
73	COC(=O)[C@@H]1C[C@@]2(O)[C@H](O)[C@H](O)[C@H](O)C[C@H]2N1Cc1cc(OC)cc(OC)c1	4	-4	4	1	-4	-3	5	7	0
74	COc1c(N2CCNC(C)C2)c(F)cc2c(=O)c(C(=O)O)cn(C3CC3)c12 (configuration not stated)	-4	3	2	nt	3	2	5	6	nt
75	COCC(=O)N(C)c1nnc(-c2ccc([N+](=O)[O-])cc2)s1	2	2	6	3	2	0	3	7	12
76	O=C(CNC(=O)C1CCCCC1)Nc1ccc(F)c(Cl)c1	-3	-3	-3	-4	-7	-1	-2	17	-1
77	COc1ccc(C(=O)N2CCN(c3nc4cc(C)ccc4cc3C#N)CC2)c(OC)c1	-1	4	9	4	1	0	2	1	-4
78	COc1ccc(CC(=O)NC2CCSc3ccccc32)cc1OC (configuration not stated)	8	-1	-4	6	3	-6	2	-1	-1
79	COc1ccc(C(=O)N2CCN(c3ccc(C)c(C)c3)CC2)cc1OC	7	-1	-2	9	2	-1	0	15	17
80	COc1ccccc1CCNC(=O)C(=O)NCC1OCCN1S(=O)(=O)c1ccc(F)cc1 (configuration not stated)	-4	-2	-7	5	5	-5	-10	6	10
